MBD2 DNA inh: blocks human MBD2 binding to methylated DNA. Q9UBB5. TR-FRET, MBD2 binding to methylated oligonucleotide. inhibition, % at 4.4 µM. 370,000 compounds, 0.31% hits. AID 686964; in the data active = inhibition above about 13%
Target sequence (Q9UBB5 whole entry, looked up): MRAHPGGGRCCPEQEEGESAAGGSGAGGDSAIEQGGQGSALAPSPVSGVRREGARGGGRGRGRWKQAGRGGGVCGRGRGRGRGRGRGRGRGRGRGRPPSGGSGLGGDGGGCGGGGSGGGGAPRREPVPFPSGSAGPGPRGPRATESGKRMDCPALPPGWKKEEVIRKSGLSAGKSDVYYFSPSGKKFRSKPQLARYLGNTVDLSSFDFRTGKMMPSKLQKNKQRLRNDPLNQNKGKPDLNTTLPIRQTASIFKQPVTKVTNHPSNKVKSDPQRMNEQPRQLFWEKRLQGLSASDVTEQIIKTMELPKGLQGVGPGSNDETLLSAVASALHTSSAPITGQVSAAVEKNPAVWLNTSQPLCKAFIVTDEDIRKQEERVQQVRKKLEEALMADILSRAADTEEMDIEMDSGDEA
proKLK7 act: activators of human kallikrein-7 zymogen; P49862; purified proKLK7, EDANS-DABCYL substrate fluorescence; 100% is mature enzyme control, 0% vehicle; activation, % at 7 µM; 370,000 compounds, 0.9% hits;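 active = activation above the mean of all tested compounds plus 3 SD, computed per campaign excluding outliers beyond control limits, cut at about 13% in these data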
Target sequence (P49862 whole entry, looked up): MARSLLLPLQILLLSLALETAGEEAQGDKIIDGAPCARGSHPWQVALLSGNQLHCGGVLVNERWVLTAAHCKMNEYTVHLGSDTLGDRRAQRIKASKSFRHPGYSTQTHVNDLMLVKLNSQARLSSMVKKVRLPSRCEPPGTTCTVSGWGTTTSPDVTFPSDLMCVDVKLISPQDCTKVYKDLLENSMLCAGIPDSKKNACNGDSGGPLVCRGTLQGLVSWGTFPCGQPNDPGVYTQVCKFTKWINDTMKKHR
UHRF1 binding: human UHRF1 methylated DNA binding inhibitors | Q96T88 | UHRF1 binding to methylated oligo, TR-FRET | inhibition, % at 4.4 µM | 370,000 compounds, 0.75% hits; in the data active = inhibition above about 21%;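 note: UHRF1 SRA domain binding a hemimethylated CpG hairpin DNA probe; 0% = median of test compound wells and 100% = reference inhibitor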
Tn7 DDE FP: disrupts Tn7 cyclic peptide binding to fibrin D-Dimer-E complex. FP displacement of FITC-Tn7 peptide from fibrin DD(E); 0% = median of compound wells per plate. AID 720508. inhibition, % at 8.3 µM. 370,000 compounds, 0.13% hits;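 active = inhibition above the mean of compounds falling within the control limits plus 3 SD of them, cut at about 14% in these data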;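 note: 0% = plate median of compound wells and 100% = 10 µM Aha-Tn7 peptide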
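Measure: % inhibition scaled between sample-field median and high-control FP; Test system: human fibrin DD(E); Quantity: 2 µM final DD(E) protein; Doses: one dose, 8.3 µM nominal; Schedule: compound with protein 10 min, then 3 h after probe, room temperature; Detection: fluorescence polarization; Medium: Tris buffer with calcium and detergent, pH 7.8.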
LEDGF integ inh: blocks HIV-1 LEDGF/p75-dependent DNA integration; inhibition, % at 3.7 µM; TR-FRET IN-LEDGF/p75 DNA integration, Eu/Cy5; 370,000 compounds, 0.64% hits;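 active = inhibition above the screen-wide mean plus 3 SD, cut at about 13% in these data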;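 note: signal is the Cy5 over europium emission ratio at 671 and 618 nm; 0% = plate median of compound wells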
Tn6 DDE FP: disrupts Tn6 cyclic peptide binding to fibrin D-Dimer-E complex. P02675. AID 720509. 370,000 compounds, 0.21% hits. inhibition, % at 8.3 µM. Fibrin DD(E) TRITC-Tn6 fluorescence polarization displacement;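 active = inhibition above a per-campaign cutoff: mean of compounds within control limits plus 3 SD, cut at about 15% in these data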;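 note: 0% = median of all compound wells on the plate and 100% = blocking peptide control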
SIAE primary: blocks human sialic acid acetylesterase; inhibition, % at 9.66 µM; Q9HAT2; 370,000 compounds, 0.69% hits; SIAE FP-Rh probe binding, fluorescence polarization;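 active = inhibition above a cutoff: mean of compounds within the control limits plus 3 SD of those, cut at about 17% in these data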;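 note: 0% = plate median of compound wells and 100% = probe without SIAE protein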
TCR CD3 inh: blocks the human TCR-CD3 interaction; TAMRA-labeled TCR probe fluorescence, biochemical; 360,000 compounds, 0.37% hits; inhibition, % at 9.4 µM; in the data active = inhibition above about 19%;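 note: recombinant mutant TCR 2C K166C tagged with TAMRA read by polarization; 0% = receptor in buffer alone and 100% = receptor with positive control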
PRMT1 inh: blocks human protein arginine methyltransferase 1; Q99873; 370,000 compounds, 1.3% hits; inhibition, % at 2.79 µM; recombinant PRMT1, activity-based probe fluorescence polarization;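 active = inhibition above about 21% made by adding two undisclosed values, limit read from the data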
TDP2 absorb: TDP2 (human) inhibition, absorbance primary screen; O95551; recombinant TDP2, T5PNP hydrolysis, p-nitrophenol absorbance 415 nm; inhibition, % at 12.8 µM; 370,000 compounds, 0.34% hits; AID 720702;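 active = inhibition above the mean of all tested compounds plus 3 SD, set per campaign, cut at about 25% in these data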;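 note: 0% = DMSO with enzyme and 100% = buffer with substrate but no TDP2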
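System: recombinant human TDP2 / Amount: 120 nM TDP2 per well / Also added: 5 mM T5PNP chromogenic substrate / Doses: 12.8 µM single point, 1% DMSO / Incubation: 2 h at 37 °C / Detection: p-Nitrophenol epi absorbance / Evaluation: % inhibition relative to enzyme-containing and enzyme-free wells / Repeats: singlicate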
* hit, by the source's call; · = not tested or not shown. An unsorted share of the library. Share with any hit: about 4.6%.

SMILES	MBD2 DNA inh	proKLK7 act	UHRF1 binding	Tn7 DDE FP	LEDGF integ inh	Tn6 DDE FP	SIAE primary	TCR CD3 inh	PRMT1 inh	TDP2 absorb
Cc1ccc(S(=O)(=O)N2CCOCC2)cc1NC(=O)CSc1nnc2n1CCCCC2	8	-0.3	4	2	-5	-7	3	-6	7	-7
CN(C)C(CNC(=O)c1ccc(S(=O)(=O)NCc2ccco2)cc1)c1ccccc1 (centres undefined)	2	0.5	3	6	-2	2	-5	-6	0	7
O=C(c1ccccc1)C12COc3ccccc3C1ON=C2c1ccccc1 (centres undefined)	-7	-0.2	-3	10	1	-4	4	5	-1	2
CN1CCN(C(=O)c2ccc3c(c2)N(Cc2ccc(F)cc2)C(=O)c2ccccc2S3=O)CC1 (centres undefined)	0	0.1	0	-2	2	4	-5	-4	-1	-14
CCC(=O)N1CCc2cc(S(=O)(=O)NCCC(=O)Nc3ccc(OC)cc3)ccc21	-1	-0.1	1	-6	2	-3	-3	1	0	4
Cc1ccccc1NC(=O)Nc1cccs1	-6	0.4	-1	0	0	-7	2	4	1	12
Cc1cc(N2CCOCC2)nc(SCc2ccc(Cl)cc2Cl)n1	0	0.3	1	1	-3	-2	-2	1	0	-4
Cc1ccc(NC(=O)CSCC(=O)Nc2cc(Cl)ccc2N2CCOCC2)cc1	8	0.2	4	7	-2	1	-2	-8	5	-11
COc1ccc(-c2cc(-c3n[nH]c(=S)n3-c3cc(OC)ccc3OC)[nH]n2)cc1	-1	-0.3	2	2	4	10	-5	6	25*	-10
Cc1cc(C)c(C(=O)COC(=O)c2ccc([N+](=O)[O-])o2)cc1C	5	-0.4	-1	3	6	7	-1	1	-3	-3
COc1cc(C(O)c2nc(-c3cc(F)cc(F)c3)cs2)ccc1F (centres undefined)	-6	0.1	-4	-11	3	2	-5	0	-3	-1
O=C(NCc1cccnc1)c1cc(-c2ccccc2)on1	-6	0.6	-1	1	0	3	3	2	-4	5
COc1ccc(Cn2c(SCc3ccc(C)cc3)nc3cc(OC)c(OC)cc3c2=N)cc1Cl	0	-0.1	0	0	-3	1	6	-3	-5	-15
CCCCc1c(O)nc(SCC(=O)c2ccccc2)n(-c2ccccc2C)c1=O	-1	0.8	-1	-4	5	-1	0	9	17	-4
COc1ccc(NC(=O)C2C3C=CC4(O3)C2C(=O)N(CCCN2CCCCC2)C4C(=O)NC2CCCC(C)C2C)cc1 (centres undefined)	0	-0.1	1	4	0	3	2	3	-1	-4
O=C(O)C(Cc1ccccc1[N+](=O)[O-])N1C(=O)c2ccccc2C1=O (centres undefined)	0	0.5	4	5	-3	4	5	-5	3	-8
Cc1cccc2cc(CNCc3ccccc3)c(Cl)nc12	5	0.3	4	-4	1	-4	1	1	-3	-1
O=C(NCc1ccccc1)c1ccc(CO)cc1	0	0.2	2	-2	-5	-1	-6	·	-1	-4
Cc1cc(C)c(S(=O)(=O)N2CCN(C(=O)CC(C)n3nc(C)nc3C)CC2)c(C)c1 (centres undefined)	3	-0.1	0	2	0	-5	0	-2	5	-4
COc1ccc(/C=N/OCC(=O)Nc2ccc3c(c2)OCO3)c(OC)c1	-1	0.4	0	3	-2	0	-9	0	2	-4
O=C(NCc1ccccc1C(F)(F)F)C1CC(c2cc(C(F)(F)F)cc(C(F)(F)F)c2)=NO1 (centres undefined)	7	-0.5	-2	-1	-1	2	-9	-1	6	2
Cc1ccc(/C=C/c2onc(C)c2S(=O)(=O)N2CCC(C(=O)N3CCCCC3)CC2)cc1	-6	0.2	1	2	0	0	4	7	-1	5
C=CCc1c(C)nc(C)nc1N/N=C/c1ccc(F)cc1	-6	-0.1	-2	-6	2	1	7	4	-2	2
COc1ccc(NC(=O)c2ccccc2CC[N+](=O)[O-])cc1	-3	-0.3	-2	5	-2	-4	-2	2	2	2
CC(=O)N1C(=O)/C(=C2\SC(=S)N(c3c(C)n(C)n(-c4ccccc4)c3=O)C2=O)c2ccccc21	-3	0.4	0	8	0	8	-2	2	4	7

Ordered by the number under TCR CD3 inh (low to high): some entries from above.
structure | TCR CD3 inh
CN1CCN(C(=O)c2ccc3c(c2)N(Cc2ccc(F)cc2)C(=O)c2ccccc2S3=O)CC1 (centres undefined) | -4
O=C(NCc1cccnc1)c1cc(-c2ccccc2)on1 | 2
COc1ccc(-c2cc(-c3n[nH]c(=S)n3-c3cc(OC)ccc3OC)[nH]n2)cc1 | 6

Next part
SMILES	MBD2 DNA inh	proKLK7 act	UHRF1 binding	Tn7 DDE FP	LEDGF integ inh	Tn6 DDE FP	SIAE primary	TCR CD3 inh	PRMT1 inh	TDP2 absorb
COc1cccc(OC)c1OCCOc1ccc(C(=O)c2ccccc2)cc1	-3	0.2	-5	1	-5	3	2	-2	-3	-4
Clc1ccc2scc(CN3CCCC3)c2c1	0	0.2	0	5	-3	-2	-2	-6	1	-7
COc1cccc([C@@H]2NC(=O)C/C=C/[C@H](C)[C@H](c3cccc(OC)c3)NC(=O)C/C=C/[C@@H]2C)c1	4	-1.0	17	8	-1	8	2	·	-1	6
COc1cc(/C=N/N=C(/N)c2nonc2N)cc(Br)c1OCc1ccccc1C	3	-0.2	1	6	4	1	-12	-7	1	4
CCOC(=O)c1c(NC(=O)C(C)N2CCN(C(=O)c3ccco3)CC2)sc2c1CCCC2 (centres undefined)	-3	0.7	0	3	2	-7	8	1	-3	-2
COC(=O)CSc1nnc(-c2ccc3c(c2)OCO3)n1C	-4	0.6	-2	-2	4	8	10	-2	-2	2
CCCCN1C(N)=NC[C@@H]1C(C)O (some centres undefined)	-2	-0.6	1	-10	2	5	-2	-1	2	-5
O=C(COC(=O)c1ccccn1)NC12CC3CC(CC(C3)C1)C2	-3	0.1	8	-5	1	-4	0	13	1	6
Cc1cccc(NC(=O)COC(=O)c2nn(-c3ccccc3C(F)(F)F)cc2O)c1C	1	-0.5	-1	6	0	6	-10	3	-1	5
COc1ccc(C2C(C(=O)N3CCC(C)CC3)c3ccccc3C(=O)N2C)cc1 (centres undefined)	-2	0.6	0	-1	2	2	-2	6	-3	5
CCc1sc(C(=O)N(CCOC)c2c(N)n(Cc3ccccc3)c(=O)[nH]c2=O)cc1C	4	0.8	-3	1	4	-1	1	5	-4	5
O=C1ON=C(c2ccccc2)/C1=C/c1ccccc1	-3	-0.1	-2	-3	2	4	6	3	-2	14
CCOc1ccc(NC(=O)[C@H](C)NC(=O)C2CC(=O)N(c3ccc(OC)cc3)C2)cc1 (some centres undefined)	-2	0.0	4	-4	1	6	-3	3	0	-20
CCNC(=O)C(=O)NCC(c1cccs1)S(=O)(=O)c1ccc(C)cc1 (centres undefined)	-1	1.3	-2	2	3	-1	-1	2	0	16
Cc1ccc(S(=O)(=O)NNC(=O)c2cnn(-c3ccccc3)c2-n2cccc2)cc1	-5	-0.2	1	3	3	11	5	-2	-4	1
COc1ccc(C(=O)CC(C(=O)O)c2ccc(OC)c(OC)c2)cc1OC (centres undefined)	0	-0.2	0	-9	2	-11	-8	8	0	-3
CCNC(=O)OCCN1C(=O)CCC12CCC(c1ccc(Cl)cc1)CC2 (centres undefined)	0	0.2	1	3	0	-3	0	·	2	1
Cc1ccc(-c2ccc(S(=O)(=O)N3CC(C)OC(C)C3)cc2)cc1 (centres undefined)	-1	0.0	18	9	0	4	-2	-1	3	6
CCCc1cc(=O)oc2cc(OCC(=O)NCc3ccccn3)ccc12	-2	0.2	4	6	-4	-1	1	-5	4	-3
CC(C)OCCCNC(=O)C1CCC(=O)N1C1CCCC1 (centres undefined)	-3	-0.2	1	2	1	-5	3	12	-2	4
Cc1cccc[n+]1CCCCCCCCCC[n+]1ccccc1C	4	-0.1	-2	-2	21*	-2	-6	8	0	14
CCOC(=O)C1(CC2CC2)CCN(C(=O)c2cc(OC)nc3ccccc23)CC1	2	0.6	3	-4	3	-9	0	-1	-7	4
CCOC(=O)/C=C(\C)N1N=C(c2ccccc2)CC1c1ccccc1 (centres undefined)	0	0.2	-1	-6	1	0	2	1	0	11
CCC[C@H]1[C@@H](OC(=O)N2CCCC2)CC[C@@]23CCCN2C(=O)CCC[C@@H]13	-5	·	-1	-3	2	0	2	·	-2	-2
Cc1ccc(CN2C(=O)CSC2c2cccnc2)cc1 (centres undefined)	-5	0.6	0	11	0	5	-6	1	-1	4
O=S(=O)(N=C(NS(=O)(=O)c1ccc(Cl)cc1)c1ccccc1)c1ccc(Cl)cc1	1	-0.4	2	-1	3	0	-2	11	2	8
COc1ccc(NS(=O)(=O)c2cccc(C(=O)NCCCN3CCOCC3)c2)cc1	1	0.3	-1	7	-3	-4	7	8	-1	11

Structural class: the entries above containing a Cl atom (7)
SMILES	MBD2 DNA inh	proKLK7 act	UHRF1 binding	Tn7 DDE FP	LEDGF integ inh	Tn6 DDE FP	SIAE primary	TCR CD3 inh	PRMT1 inh	TDP2 absorb
Cc1cc(N2CCOCC2)nc(SCc2ccc(Cl)cc2Cl)n1	0	0.3	1	1	-3	-2	-2	1	0	-4
Cc1ccc(NC(=O)CSCC(=O)Nc2cc(Cl)ccc2N2CCOCC2)cc1	8	0.2	4	7	-2	1	-2	-8	5	-11
COc1ccc(Cn2c(SCc3ccc(C)cc3)nc3cc(OC)c(OC)cc3c2=N)cc1Cl	0	-0.1	0	0	-3	1	6	-3	-5	-15
Cc1cccc2cc(CNCc3ccccc3)c(Cl)nc12	5	0.3	4	-4	1	-4	1	1	-3	-1
Clc1ccc2scc(CN3CCCC3)c2c1	0	0.2	0	5	-3	-2	-2	-6	1	-7
CCNC(=O)OCCN1C(=O)CCC12CCC(c1ccc(Cl)cc1)CC2 (centres undefined)	0	0.2	1	3	0	-3	0	·	2	1
O=S(=O)(N=C(NS(=O)(=O)c1ccc(Cl)cc1)c1ccccc1)c1ccc(Cl)cc1	1	-0.4	2	-1	3	0	-2	11	2	8
